HT1080-NT tox: kills 2HG-producing HT-1080-NT fibrosarcoma cells. 360,000 tested, 1.6% active. HT-1080-NT fibrosarcoma viability, CellTiter-Glo ATP luminescence, 48 h. Potency, µM (titrated, usually from 46.1 µM), for the others: top-dose activity, negative = less viability, hits mostly cytotoxic. AID 686970;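 also: NT is the 2HG producing partner of a matched IDH1 knockdown line; potency is read from the fitted curve at half-maximal effect; 0% = DMSO-treated cells and -100% = media-only wells without cells; nearly all actives have a fitted effect of over 55% in size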
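Viability by CellTiter-Glo luminescence after 48 h compound exposure at 37C of HT-1080-NT cells (750/well, RPMI, 5% FBS). % activity scaled between DMSO wells and medium-only wells, then curve-fitted and categorized by curve class.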
SW480 rereplic: induces DNA re-replication in SW480 colon adenocarcinoma cells; SW480 DNA re-replication, Hoechst DNA content imaging, 48 h; AID 624297; Potency, µM (top dose mostly 46.1 µM), without a hit: at the top dose re-replication activation, hits mostly activators; 340,000 tested, 1.8% active; also: potency is read from the fitted curve at half-maximal effect; % of control where 0% means no effect; nearly all actives have a fitted effect of over 55% in size
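Image-based DNA-content assay: after two days of treatment, nuclei were labelled with the DNA dye Hoechst and imaged, and hits were compounds raising the count of nuclei showing high fluorescence intensity.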
HT1080 IDH1KD tx: HT-1080 IDH1 knockdown cell toxicity (counter line); HT-1080 IDH1 knockdown viability, ATP luminescence, 48 h; Potency, µM (series often up to 46.1 µM), for the others: at the highest dose activity, negative = toxicity, usual class: cytotoxic; 360,000 tested, 2% active;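 also: potency is read from the fitted curve at half-maximal effect; 0% = DMSO wells and -100% = cell-free medium wells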
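Viability of IDH1-knockdown HT-1080 fibrosarcoma cells was assessed by CellTiter-Glo after 48 h at 37 °C with titrated compound; concentration-effect curves were classified by fit quality and response size.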
HEK293 tox: cytotoxic in the GLP-1 receptor inverse agonist counter-screen; HEK293 cAMP-luciferase reporter cells, luminescence, 24 h; Potency, µM (series often up to 38.3 µM), inactives show top-dose activity change, negative = inhibition, actives largely listed as inhibitors; 410,000 tested, 0.13% active; AID 624418;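 also: loss of luciferase light is scored as toxicity; potency is read from the fitted curve at half-maximal effect; % is scaled to controls: 0 for no effect and ±100 for the full control effect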
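Cells in DMEM/10% Nu serum/1% pen-strep, 1536-well format. Pre-incubated 12 h, dosed with 23 nL compound, incubated a further 24 h. Luciferase detection, 12 min at room temp, luminescence.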
MCF10A rerep: DNA re-replication induction in MCF 10a cells. MCF 10A DNA re-replication, Hoechst nuclear intensity, 48 h. 350,000 tested, 2.9% active. Potency, µM (top dose mostly 46.1 µM), without a hit: at the top dose activity, positive = re-replication, actives largely listed as activators. AID 624296; also: potency is read from the fitted curve at half-maximal effect; % of control where 0% means no effect; nearly all actives have a fitted effect of over 50% in size
KB-3-1 tox: kills parental KB-3-1 adenocarcinoma cells | KB-3-1 viability, CellTiter-Glo ATP luminescence, 72 h | Potency, µM (highest dose often 46.1 µM), for inactives: at the highest dose activity change, negative = cytotoxic, usual class: cytotoxic | 400,000 tested, 1.4% active | AID 1347075; also: potency is read from the fitted curve at half-maximal effect; % is scaled to controls: 0 for no effect and ±100 for the full control effect; nearly all actives have a fitted effect of over 60% in size
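Screening of KB-3-1 cells (DMEM, 10% FBS, phenol-red free) ran from lowest to highest compound concentration; after 72 h at 37 °C viability was read luminescently and curves fitted.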
IL-1B inflam inh: inhibitors of inflammasome signaling (IL-1 beta secretion); 360,000 tested, 4.7% active; activity change, % at 57.5 µM; THP-1 LPS/ATP IL-1B secretion, AlphaLISA, 16 h; active compounds read low; in the data active = activity change below about -50%; inconclusive = mostly about -30% to -49%; also: % is scaled to controls: 0 for no effect and ±100 for the full control effect
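THP-1 cells pretreated 1 hr with compounds (up to 57.5 uM final), then stimulated with LPS (250 ng/mL final) plus ATP (1.25 mM final); secreted IL-1B measured by AlphaLISA after 16 hr, decreased signal indicating inhibition.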
KB-V1 MDR tox: KB-V1 MDR subline cytotoxicity | 400,000 tested, 3.4% active | KB-V1 MDR cells viability, CellTiter-Glo, 72 h | AID 1347076 | Potency, µM (series often up to 46.1 µM), for the others: top-dose activity change, negative = cytotoxicity, usual class: cytotoxic; also: potency is read from the fitted curve at half-maximal effect; % is scaled to controls: 0 for no effect and ±100 for the full control effect; nearly all actives have a fitted effect of over 60% in size
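Following 72 h at 37 degrees C with compound, KB-V1 cell viability was read by CellTiter-Glo luminescence, medium being phenol-red-free DMEM plus 10% FBS; concentration-response parameters came from normalized, curve-fitted qHTS data.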
D3 ag: agonists of human D3 dopamine receptor | 410,000 tested, 0.58% active | max activation, % | P35462 | D3R DiscoveRx beta-arrestin cells, luminescence, 90 min; in the data active = max activation above about 30%; also: 0% is about no effect; mostly tested at two doses, the higher about 12 µM
Target sequence (P35462 whole entry, looked up): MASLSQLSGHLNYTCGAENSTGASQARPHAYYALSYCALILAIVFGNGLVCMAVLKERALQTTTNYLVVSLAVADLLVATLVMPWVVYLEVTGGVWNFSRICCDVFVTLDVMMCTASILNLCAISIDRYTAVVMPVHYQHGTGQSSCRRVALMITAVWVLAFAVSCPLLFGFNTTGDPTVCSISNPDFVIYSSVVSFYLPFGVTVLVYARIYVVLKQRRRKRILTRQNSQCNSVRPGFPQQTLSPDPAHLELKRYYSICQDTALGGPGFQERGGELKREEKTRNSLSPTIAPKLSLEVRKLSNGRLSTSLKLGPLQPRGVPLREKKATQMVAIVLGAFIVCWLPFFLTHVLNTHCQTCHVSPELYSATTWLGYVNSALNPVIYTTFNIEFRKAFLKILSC
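Agonist mode: compounds and dopamine controls were applied to plated cells for 90 min at 37 degrees C after an overnight attachment at 1500 cells/well. Luminescent read-out followed 30 - 60 minutes at room temperature with DiscoveRx detection reagent.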
Numbers without * were called inactive; ? = inconclusive; / = no result given; [ ] = remark or other dose. Unless noted, calls follow the shape of the dose curve; as a rule, active = well fitted curve in the direction sought with a large enough effect; inconclusive = small, poorly fitted or top-dose-only effect, or another doubt; inactive = no such curve, though single readings can be large; an effect the other way counts as inactive or inconclusive.

SMILES | HT1080-NT tox | SW480 rereplic | HT1080 IDH1KD tx | HEK293 tox | MCF10A rerep | KB-3-1 tox | IL-1B inflam inh | KB-V1 MDR tox | D3 ag
Cc1c(Cl)c([N+](=O)[O-])nn1Cc1ccc(C(=O)N/N=C\c2cccc(Br)c2)o1 | ? | -5.9% | -2.2%[9.24 µM] | -14.7% | 10.0% | 13.7% | -13.1 | ? | -2.9
Cc1cc(Nc2nc3c(c(=O)n(C)c(=O)n3C)n2C)n(-c2ccc(Cl)cc2)n1 | 2.3% | -0.6% | 2.9% | -4.7% | -7.8% | 11.4% | 27.3 | 29.1% | 0.4
CNC(=O)OCc1snc(-c2ccccc2)c1COC(=O)NC | 25.1% | / | 6.7% | 0.0% | / | 0.0% | 6.8 | 3.1% | 8.0
Cc1cc(C)nc(SCCCNCc2ccccc2)n1 | -0.4% | -45.6%[inhibitor] | 1.2% | 4.0% | 10.3% | -6.6% | -0.8 | 28.2% | -26.3
Cc1cccc(-n2c(O)c(C=NC3CCS(=O)(=O)C3)c3ccccc3c2=O)c1C (stereo not drawn) | -16.4% | ? | -8.8% | ? | ? | 1.8% | -0.9 | 20.9% | 15.3
OC[C@@H]1CN(CCN2CCOCC2)C[C@H](n2cnc3c(N4CCCC4)ncnc32)O1 | ? | / | ? | 2.3% | / | 0.0% | 20.1 | 6.4% | 2.6
Cn1ncc2c(=S)[nH]c(=S)[nH]c21 | 20.0% | / | 25.4% | 5.2% | / | 16.6% | 52.3 | -2.4% | 5.3
Cc1cccc(N2CCN(C(=O)c3ccnn3C)CC2)c1C | -4.1% | -2.0% | 0.3% | 8.9% | -0.6% | 0.6% | 0.0 | 0.5% | 5.9
COc1ccc(S(=O)(=O)NC(C)C(=O)NCc2ccncc2)cc1Cl (stereo not drawn) | 8.8% | -12.0% | 6.7% | -1.7% | -8.4% | 11.9% | 13.1 | 4.0% | 3.8
CC(/C=C/c1ccccc1)NC(N)=O (stereo not drawn) | 1.0% | 0.3% | -2.3% | 14.6% | ? | -8.0% | -14.4 | -7.8% | -10.2
C=C1CCc2c([nH]c3ccc(OCC(C)C)cc23)C1=O | 7.31µM* | ? | 13µM* | ? | 4.61µM* | ? | -98.8* | ? | -12.9
Nc1nc2sc3c(c2cc1C(=O)N1CCOCC1)CCCC3 | 1.2% | 2.1% | 9.3% | -2.7% | 16.6% | 9.7% | 17.7 | -5.1% | 3.4
C1=CN2CCC1C(c1ccccc1)C2 (stereo not drawn) | 9.4% | 3.3% | 3.6% | -1.6% | -1.8% | -3.4% | 32.6 | -3.6% | -2.9
O=C(Nc1ccnn1C1CCN(C2CCC2)CC1)c1cccc(F)c1 | 4.3% | -4.7% | 5.1% | 14.6% | -4.7% | 9.8% | -7.7 | -9.4% | -2.4
COCC(=O)N(Cc1cc2ccc(C)cc2[nH]c1=O)c1ccccc1C | 17.7% | 7.0% | 8.6% | -0.4% | -1.0% | 13.3% | 12.5 | -5.0% | 5.1
CCOC(=O)c1ccc(N2C(=O)c3n[nH]c(-c4ccco4)c3C2c2ccc(F)cc2)cc1 (stereo not drawn) | / | / | / | -24.0% | / | -5.6% | / | 0.0% | 9.0
COc1ccc(OC)c(NC(=O)C2CC2c2ccccc2)c1 (stereo not drawn) | -0.8% | -8.2% | 0.4% | 1.9% | -3.5% | -0.4% | -2.7 | 6.6% | 5.1
Cc1ccc(S(=O)(=O)NCCC(=O)N2CCC(Cc3ccccc3)CC2)cc1 | 0.2% | 0.2% | -8.8% | -18.1% | ? | -14.1% | -0.3 | ? | 1.9
Cc1sc2nc(SCC(=O)Nc3c(C)n(C)n(-c4ccccc4)c3=O)n(C)c(=O)c2c1C | -0.5% | -0.2% | -7.0% | -3.9% | -2.6% | 3.7% | 10.1 | -13.1% | -3.3
Cc1nc([N+](=O)[O-])c(N2CCOCC2)n1Cc1ccccc1 | 1.9% | -17.0% | 7.1% | -9.6% | -2.2% | 2.5% | 8.6 | -3.4% | 3.4
CCOC(=O)Nc1ccc2c(c1)N(C(=O)CN)c1ccccc1CC2 | -11.3% | -36.8%[inhibitor] | -0.2% | -25.7% | ? | -3.4% | -63.4* | -3.7% | -5.0
COc1ccc2c(c1OC)C(=O)OC2Nc1nc(-c2ccc([N+](=O)[O-])cc2)cs1 (stereo not drawn) | 0.0% | -2.0% | -13.2% | -21.0% | 5.1% | -0.3% | -7.9 | 22.7% | -1.4
COc1ccc(-c2nnn(CC(=O)N3CCOCC3)n2)cc1 | 4.5% | -5.4% | -0.5% | -5.5% | -14.2% | 3.9% | 13.0 | -24.1% | 4.6
CC(NC(=O)C(=O)N1CCOCC1)C(c1cccs1)N1CCN(c2ccccc2)CC1 (stereo not drawn) | 13.8% | -0.7% | 13.0% | -1.1% | 6.0% | 16.8% | 30.8 | -3.2% | 4.7
Cc1ccc(C(=O)C[n+]2cccc3cc(C)ccc32)cc1 | -15.9% | 0.6% | -14.0% | 16.9% | -48.2%[inhibitor] | -3.6% | -7.8 | 3.2% | -2.3
Additional records
SMILES | HT1080-NT tox | SW480 rereplic | HT1080 IDH1KD tx | HEK293 tox | MCF10A rerep | KB-3-1 tox | IL-1B inflam inh | KB-V1 MDR tox | D3 ag
O=C1CC(c2ccccc2)n2nc(NC(=O)c3ccccn3)nc2N1 (stereo not drawn) | -14.7% | 0.7% | -23.2% | -9.6% | -3.0% | ? | 29.3 | 19.7% | -2.6
CCOC(=O)CC1C(=O)NCCN1C(=O)c1c(F)cccc1F (stereo not drawn) | 7.7% | 1.8% | 8.2% | 4.2% | -2.0% | -5.1% | 12.7 | 14.6% | 2.5
CC(C)(C)NC(=O)CSc1nc(-c2ccc(F)cc2)cc(C(F)(F)F)n1 | / | / | / | 1.1% | / | 4.1% | / | -2.5% | -11.4
COCCN(CCOC)Cc1c(O)ccc2c3c(c(=O)oc12)CCC3 | 7.5% | -3.8% | 6.0% | 65.6%[activator] | 0.3% | ? | 13.6 | -4.7% | 1.3
O=S(=O)(c1cccc(C(F)(F)F)c1)N1CCN(c2cnccn2)CC1 | 0.9% | 2.3% | 0.3% | -1.1% | -31.5%[inhibitor] | -55.0% | 2.6 | -8.4% | -6.5
COCCn1c(=NC(=O)CCS(=O)(=O)c2ccccc2)sc2ccccc21 | 5.9% | 11.0% | 2.9% | -8.8% | 22.2% | / | -18.8 | / | 14.4
COc1ccc(OCC(=O)NCc2cccnc2)cc1 | 9.6% | 0.8% | 8.2% | -20.1% | 1.9% | -3.8% | 9.4 | -3.2% | -4.3
O=C(Nc1ccccc1)Nc1nc(-c2ccccc2)cs1 | 18.5% | 10.1% | 8.9% | 0.3% | -3.9% | -4.4% | -4.8 | -19.7% | -2.3
COc1cccc(N2C(=O)C(c3ccccc3)=C(c3nc4ccccc4s3)C2NC(C)=O)c1 (stereo not drawn) | -3.4% | 9.1% | -11.5% | -17.4% | ? | 0.0% | 0.0 | 0.0% | -6.5
COc1ccc(C(=O)Nc2ccncc2)cc1S(=O)(=O)N1CCOCC1 | 0.1% | -8.0% | -7.1% | -0.3% | -2.4% | -4.0% | 28.8 | ? | -1.3
CCCNC(=O)N1CCN(C(c2ccccc2)c2ccccc2)CC1 | -2.4% | -22.7% | -2.0% | 0.0% | 9.7% | 12.3% | -26.0 | -3.1% | 0.6
O=C(O)C1CCN(S(=O)(=O)c2cccs2)CC1 | 5.9% | 1.6% | 0.6% | 9.9% | -1.0% | 1.3% | 18.2 | 0.6% | 4.6
COc1ccc(CN2CCN(C(C)C(=O)N3CCc4ccccc43)CC2)cc1OC (stereo not drawn) | -1.3% | -6.8% | 7.2% | -1.3% | -1.5% | -3.3% | 6.4 | 0.1% | -11.6
Cc1ccc(S(=O)(=O)N2CCN(CC(=O)NC(=O)NCc3ccco3)CC2)cc1C | 6.8% | 2.3% | 2.7% | 2.0% | 1.3% | 1.2% | -22.9 | -3.8% | 0.7
CC(C)C(NS(=O)(=O)c1cccc2nsnc12)C(=O)N1CCCCC1 (stereo not drawn) | 11.6% | -16.3% | 18.3% | 1.9% | -0.4% | -1.0% | -9.0 | -0.1% | -9.1
O=C(CC1C(=O)NCCN1Cc1cccc(F)c1F)NCCCC1CCCC1 (stereo not drawn) | -12.9% | -12.9% | 0.4% | -11.8% | 0.8% | 6.3% | -23.5 | 11.3% | 0.4
COc1ccc2nc(NC(=O)c3cccc(N4C(=O)CCC4=O)c3)sc2c1 | 8.3% | -12.6% | 4.1% | 3.7% | 7.1% | 23.4% | -25.5 | 1.7% | 0.0
CCC(C(=O)OC(C)C(=O)Nc1ccc(Cl)cn1)c1ccccc1 (stereo not drawn) | 24.0% | 5.7% | 7.9% | 6.0% | 1.7% | 5.6% | 21.8 | -5.9% | -2.5
O=C(/C=C/c1ccco1)NCc1ccc(F)cc1 | 6.8% | 6.5% | 18.5% | 0.7% | 13.5% | 21.9% | -18.0 | -0.4% | -2.5
COc1ccc(-c2oc3cc(O)c(OC)c(O)c3c(=O)c2OC)cc1O | 0.411µM* | ? | 0.581µM* | ? | ? | 0.82µM* | 50.3 | 0.651µM* | -15.2
Cc1ccc(C(=O)Nc2cc3[nH]c(=O)oc3cc2C)cc1 | -24.0% | 2.8% | ? | -2.5% | -2.8% | ? | 36.6 | 18.1% | 0.9

An excerpt from above with just HT1080 IDH1KD tx.
smiles,HT1080 IDH1KD tx
O=S(=O)(c1cccc(C(F)(F)F)c1)N1CCN(c2cnccn2)CC1,0.3%
COCCn1c(=NC(=O)CCS(=O)(=O)c2ccccc2)sc2ccccc21,2.9%

Screening results deposited in PubChem by National Center for Advancing Translational Sciences (NCATS).

No enrichment for hits. About 11% of those tested had a hit in this group.
